# TNAP activation fold = stimulation of alkaline phosphatase TNAP activity – biochemical, luminescent, no phosphate acceptor, uHTS, primary screen (AID 1001); one-dose activation fold at 20 µM; EC50 in µM for titrated hits; purified TNAP, luminescent activation assay, no phosphate acceptor; higher activation fold means a stronger effect; 200,000 compounds, 0.03% hits; in the data active means activation fold from about 3, or a potency from the dose series; inactive means the rest, 99 in 100 with activation fold below about 1.6; further: many of its hits are not listed in these tables
# KOR beta-arrestin-1 = KOR agonists, beta-arrestin recruitment, primary screen, cell-based, luminescence, uHTS (AID 1777); activation, % at 10 µM, or EC50 in µM where a hit was titrated; KOR beta-arrestin recruitment, luminescence; higher % means a stronger effect; 280,000 compounds, 0.02% hits; in the data active means activation above about 50%, passing the limit was not always enough; further: a part of the inactive calls stands beside numbers as strong as those of hits
# HEK293 NOD2/NF-kB = inhibition of NOD2-driven NF-kB reporter – cell-based, luminescence, uHTS, HEK293 (AID 1566). HEK293 NOD2/NF-kB luciferase reporter, luminescence; higher % means a stronger effect. inhibition, % at 4 µM, or EC50 in µM where a hit was titrated. 290,000 compounds, 0.63% hits; further: many of its hits are not listed in these tables
# KOR beta-arrestin-2 = KOR antagonists, beta-arrestin recruitment, cell-based, luminescence, uHTS (AID 1778); KOR beta-arrestin recruitment, luminescence, antagonist mode; higher % means a stronger effect; one-dose inhibition, % at 10 µM; IC50 in µM for titrated hits; 290,000 compounds, 0.091% hits; further: strong numbers were not always called active
# NTR1 agonist = NTR1-driven beta-arrestin-GFP spot formation – imaging, U2OS cells, high content, primary screen (AID 493036); P30989; agonist mode; activation, % at 20 µM; 330,000 compounds, 0.17% hits;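 active means activation at or above 40% of the spot to cytoplasm intensity ratio, with at least 20 cells analyzed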;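 further: 0% = DMSO without peptide and 100% = 100 nM NTR1 peptide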
# Target sequence (P30989 whole entry, looked up): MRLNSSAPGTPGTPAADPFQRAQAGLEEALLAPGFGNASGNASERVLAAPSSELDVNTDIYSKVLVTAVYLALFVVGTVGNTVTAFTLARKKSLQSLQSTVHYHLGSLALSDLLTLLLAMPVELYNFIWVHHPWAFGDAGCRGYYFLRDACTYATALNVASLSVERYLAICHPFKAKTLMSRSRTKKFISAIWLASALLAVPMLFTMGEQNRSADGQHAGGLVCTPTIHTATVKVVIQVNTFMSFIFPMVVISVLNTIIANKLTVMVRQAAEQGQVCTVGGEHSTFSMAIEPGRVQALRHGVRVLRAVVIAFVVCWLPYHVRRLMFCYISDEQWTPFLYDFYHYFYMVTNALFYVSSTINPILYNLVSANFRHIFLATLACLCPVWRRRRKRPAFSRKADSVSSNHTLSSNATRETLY
# NOD1 NF-kB reporter = inhibition of NOD1-driven NF-kB reporter – cell-based, luminescence, uHTS, primary screen (AID 1578); NOD1-driven NF-kB luciferase reporter cells, luminescence; higher % means a stronger effect; one-dose inhibition, % at 4 µM; EC50 in µM for titrated hits; 290,000 compounds, 1% hits; in the data active means inhibition mostly above about 36%, no sharp cut-off; inactive means mostly below about 34%;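 further: HEK-293T reporter cells stimulated with the NOD1 agonist gamma-tri-DAP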
# ER stress rescue = rescue of cells from ER stress-induced death, primary screen, 384-well, CSM14.1, thapsigargin, ATP luminescence (AID 1222); one-dose cellular ATP content (survival), % at 20 µM; EC50 in µM for titrated hits; 190,000 tested, under 10 active; CSM14.1 thapsigargin-induced death rescue, ATP luminescence; higher % means a stronger effect;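 active means EC50 below 50 µM in the dose-response confirmation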;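 further: death triggered by thapsigargin at about 15 µM added after 2 h compound pretreatment; cell ATP read after overnight thapsigargin exposure of roughly 18 to 22 hours; normalized against plate controls of thapsigargin alone and 5% DMSO vehicle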
# GPR55 activation = GPR55 agonists via beta-arrestin recruitment, primary screen, imaging, U2OS cells, beta-arrestin-GFP redistribution (AID 1961). U2OS GPR55 beta-arrestin-GFP redistribution imaging; higher % means a stronger effect. one-dose activation, % at 10 µM; EC50 in µM for titrated hits. 290,000 compounds, 0.048% hits;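 active means activation above 40% with more than 50 cells counted in the well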;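 further: U2OS osteosarcoma cells stably expressing GPR55 and beta-arrestin-GFP; plate controls were DMSO negative control for no effect and LPI positive control for full effect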
# Yfh1-depleted yeast = mitochondrial function rescue without frataxin homolog – Friedreich's ataxia, plus single-dose screen, dose response (AID 1465); 220,000 compounds, 0.074% hits; one-dose fold induction at 50 µM; EC50 in µM for titrated hits; S. cerevisiae Yfh1-off respiration, WST-1 reduction, 72 h; higher fold induction means a stronger effect;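 active means fold induction of absorbance versus untreated yeast above a set limit, then at least 30% activation at any dose in follow-up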;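 further: activators that raise dye reduction in frataxin-depleted yeast; strong numbers were not always called active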
# NTR1 agonist cell count 20 µM = also measured in NTR1 agonist; calls as there; cell count; measured here: cell count, cytotoxicity flag
# Active calls of the source: *; i = inactive; . = no result given; [ ] = another dose, or the depositor's remark. Unless noted, no stated cut-off is given here; in the data, active means inhibition above about 50%; inactive means the rest. These rows are one share of the data, so the mix of outcomes need not match the whole.
SMILES	KOR beta-arrestin-1	NTR1 agonist cell count 20 µM	NTR1 agonist	HEK293 NOD2/NF-kB	GPR55 activation	NOD1 NF-kB reporter	TNAP activation fold	KOR beta-arrestin-2	Yfh1-depleted yeast	ER stress rescue
COc1ccc(CCNC(=O)C(=O)Nc2ccc3nc4n(c(=O)c3c2)CCCCC4)cc1OC	3.1%	55	0.4	4%	0.3%	-12%	.	-13%	i	.
O=C(Cc1ccccc1)Nc1ccc(S(=O)(=O)N2CCCC2)cc1	7.5%	44	1.4	-28%	-0.1%	54%	.	-12%	.	.
O=C(NCCc1ccc(Cl)cc1Cl)c1ccc2nc[nH]c2c1	1.7%	52	0.8	-6%	-0.2%	-28%	.	-2%	.	.
Cc1cc(NS(=O)(=O)c2ccc(NC(=O)CCSc3ccc(F)cc3)cc2)nc(C)n1	4.8%	70	0.3	1%	-0.1%	-10%	.	-5%	i	.
N#Cc1c(-c2cccs2)cc(-c2ccccn2)nc1N	7.5%	56	0.7	11%	-0.3%	-6%	1	-5%	i	0.7%
O=C(NC(Cc1ccccc1)c1nc2ccccc2[nH]1)c1cccc([N+](=O)[O-])c1 (stereo not drawn)	2.8%	52	0.6	-8%	-0.1%	10%	.	36%	i	.
CC(C)(C)c1ccc(-c2cnco2)cc1	-3.3%	51	-0.2	0%	1.5%	-24%	1	-18%	i	-2.1%
CC(=O)OC1COC(n2ccc3cc([N+](=O)[O-])ccc32)C(OC(C)=O)C1OC(C)=O (stereo not drawn)	4.0%	70	-0.3	9%	1.1%	-26%	1.1	-48%	i	17%
Cc1ccc(C)c(OC(=O)CN2C(=O)c3ccccc3C2=O)c1	-3.0%	68	-0.9	6%	1.2%	7%	.	15%[20 µM]	.	.
CCOCCCNC(=O)Cc1ccc(Br)cc1	-3.6%	36	2.0	-3%	-0.2%	-20%	1	21%	i	0.5%
Cc1ccc2cc(CN(c3ccccc3C)S(=O)(=O)c3ccccc3)c(=O)[nH]c2c1	2.7%	63	8.7	0%	0.1%	-24%	.	-45%	.	.
N#CC(C(=O)Nc1ccc(Cl)cc1)=C1Nc2ccccc2N1	19%	40	1.1	-10%	-0.3%	-51%	1.1	-14%	i	1.3%
COCCn1nnnc1C(c1ccccc1)N1CCN(c2ccccc2)CC1 (stereo not drawn)	-2.1%	89	0.3	-1%	-0.2%	-28%	1.1	0%	i	-3.3%
CCCn1nnc(NC(=O)COc2ccc(C3CCCCC3)cc2)n1	6.0%	56	0.7	13%	-0.1%	-7%	1.1	-17%	i	0.2%
Cc1nc(-c2ccc(S(=O)(=O)Nc3ccc(S(N)(=O)=O)cc3)cc2)co1	6.0%	61	1.1	16%	-0.3%	-14%	.	-14%	.	.
Cc1cc(NC(=O)/C=C/c2cccc(Cl)c2)n(-c2nc3ccccc3[nH]2)n1	-1.3%	49	6.8	-21%	-0.2%	43%	1.1	4%	i	-2.4%
Cc1ccc(C(=O)NCC(=O)OCC(=O)c2ccc3c(c2)OCCO3)cc1C	0.1%	70	-0.9	5%	0.2%	7%	1.1	-3%	i	-1.5%
CCOC(=O)C1(CCOC)CCN(C(=O)c2ccccc2-c2cccc(C)c2)CC1	.	65	-1.3	5%	-0.1%	-32%	1.1	-10%[20 µM]	i	1.8%
O=C(CSCc1ccccc1)N/N=C/c1ccc(OCC(=O)N2CCCCC2)cc1	8.4%	.	.	-1%	0.2%	-23%	1.2	20%	i	-0.5%
O=C(NCC1COc2ccccc2O1)C1CCCN(S(=O)(=O)c2cccc3cccnc23)C1 (stereo not drawn)	0.6%	41	1.8	10%	-0.1%	22%	1	1%	i	1.1%
CC(C)C(=O)c1cc2c(cc1NC(=O)Nc1cccc3ccccc13)OCCO2	-3.9%	76	1.8	16%	-0.2%	18%	1.2	-9%	.	-0.6%
COc1cccc(NC(=O)COC(=O)COc2cccc3c2OC(C)(C)C3)c1	12%	52	-0.4	11%	0.2%	-17%	.	0%	.	.
COc1ccc(OC)c(NC(=O)Cn2cc(C=O)c3ccccc32)c1	-4.4%	67	-0.5	7%	-0.1%	-30%	1	2%[20 µM]	i	-1.3%
CC(=O)c1ccc(N2CCN(c3ccc(S(=O)(=O)NCCCN(C)C)cc3[N+](=O)[O-])CC2)cc1	1.6%	61	0.7	22%	0.2%	-21%	1	-25%	i	-2.8%
O=S(=O)(Nc1ccc(N2CCOCC2)cc1)c1cc(Cl)ccc1Cl	-2.4%	39	0.0	0%	1.6%	-25%	.	19%	.	.
CCOc1cccc(C(=O)N(Cc2cccc(F)c2)C2CCS(=O)(=O)C2)c1 (stereo not drawn)	-2.4%	60	0.5	13%	-0.1%	10%	.	-33%	.	.
COc1ccc(C(=O)CSc2nnc(-c3ccco3)c(-c3ccco3)n2)cc1	.	.	.	24%	0.5%	-13%	1	20%[20 µM]	i	2.5%
COCCSc1nnc(NC(=O)CS(=O)(=O)c2ccc(C)cc2)s1	-2.8%	60	2.3	4%	0.0%	-9%	.	-20%	.	.
O=C(COc1ccc2c3c(c(=O)oc2c1)CCCC3)N1CCN(c2ccc(F)cc2)CC1	-0.9%	73	2.0	27%	-0.1%	16%	.	-5%	.	.
O=c1[nH]c(=O)c2nnc(N/N=C/c3ccccc3F)nc2[nH]1	1.9%	65	-0.4	5%	-0.1%	-7%	.	23%	i	.
CCOCCCNC(=O)Cn1cnc2c(cnn2-c2ccc(OC)cc2)c1=O	2.0%	70	1.9	0%	-0.1%	-4%	.	-35%[20 µM]	.	.
COc1ccccc1C1NC=C([N+](=O)[O-])C=C1[N+](=O)[O-] (stereo not drawn)	4.5%	79	1.2	2%	0.9%	-16%	0.4	-50%	i	-0.9%
CC(C)Sc1ccccc1C(=O)Nc1ccc2c(c1)n(C)c(=O)n2C	0.3%	56	0.9	15%	-0.1%	26%	.	-36%[20 µM]	.	.
O=C(CSc1nnc(-c2ccc(S(=O)(=O)N3CCOCC3)cc2)o1)c1ccccc1F	-1.3%	82	-0.2	11%	0.6%	13%	1	-5%	i	0.2%
COC(=O)CN(C(=S)Nc1ccc(F)cc1)C1CC(=O)N(c2ccccc2)C1=O (stereo not drawn)	6.5%	44	-0.4	-11%	-0.3%	-30%	1.2	-10%	i	-2.9%
O=C(C1CCCCC1)N1CCc2ccccc21	3.0%	62	1.2	-15%	0.5%	-28%	1.1	-5%	i	0.2%
O=C(C[n+]1ccccn1)c1ccccc1	17%	82	2.0	12%	-0.2%	16%	.	-5%	.	.
CCOC(=O)c1cnc(-n2nc(C)cc2C)nc1Nc1ccc(N(C)C)cc1	-1.9%	62	1.0	-24%	0.1%	-18%	1	-26%	i	2.4%
Cc1ccnc(NC(=O)c2cc3ccccc3oc2=O)c1	-2.8%	58	3.2	-67%	-0.3%	-51%	1	-14%	i	1.5%
CC1CCN(c2nc3c(N)ncnc3n2[C@@H]2O[C@H](CO)[C@@H](O)[C@H]2O)CC1	-3.4%	75	-0.6	-9%	0.5%	-20%	.	4%	.	.
N#Cc1ccc(N2CCc3ccccc3C2)c([N+](=O)[O-])c1	-0.8%	72	0.3	13%	-0.2%	-12%	1	8%	i	-0.5%
CCNc1ccc(S(=O)(=O)C(F)(F)F)cc1NC(=O)C12CCC(CC1)C2	-6.8%	33	-1.2	7%	0.6%	-22%	1.1	14%	i	-0.8%
CN(C)/C=C(\C(=O)c1cccc(Cl)c1)c1nnnn1-c1ccccc1	4.4%	54	0.5	16%	-0.1%	-9%	.	-26%	i	.
COc1ccc2oc(C(=O)NCCN3CCOCC3)c(C)c2c1OC	0.7%	58	-0.8	18%	0.4%	23%	.	3%	.	.
COCCCn1c(SCC(=O)Nc2nc3ccccc3s2)nnc1-c1ccoc1C	-4.9%	95	-1.2	13%	0.1%	0%	1.1	-1%	i	-1.7%
CCOC(=O)c1sc2nc(C3CC3)cc(-c3ccc(F)cc3)c2c1N	-1.6%	92	5.0	9%	0.0%	-5%	1.3	6%	i	-1.3%
c1ccc(CN2CCC3(CC2)Nc2ccccc2CO3)cc1	.	89	-0.9	-7%	-0.1%	-23%	1	.	i	-1.2%
CCN(C(=O)CSc1cc(C)c2ccccc2n1)c1c(N)n(Cc2ccccc2)c(=O)[nH]c1=O	-2.2%	45	5.1	4%	0.2%	-23%	1.1	17%[20 µM]	i	0.6%
COc1cccc(NC(=O)CS(=O)(=O)Cc2nc(-c3ccc(C)cc3)oc2C)c1	-1.0%	55	2.3	6%	-0.2%	-32%	.	-27%	.	.
c1csc(Cc2nc3ccccc3[nH]2)c1	-0.9%	52	0.5	-5%	-0.3%	-24%	1.1	3%	i	0.9%
CCN1CCN(C(=O)c2ccc3c(c2)N(Cc2ccccc2)C(=O)c2ccccc2S3(=O)=O)CC1	-3.1%	52	2.3	20%	-0.1%	-17%	.	-38%[20 µM]	.	.
O=C(N/N=C/c1c[nH]c2ccccc12)c1ccc([N+](=O)[O-])cc1Cl	-5.5%	89	0.8	8%	-0.1%	7%	.	28%	.	.
Cc1ccc(C(C)C)c(OCC(=O)OCc2c(C)noc2C)c1	-0.2%	57	-0.8	18%	-0.3%	-18%	1.1	9%	i	2.7%
Cc1c(/C=C/C(=O)c2ccccc2O)cnn1C	0.6%	68	0.0	-73%	-0.1%	-70%	1.1	-19%	i	1.2%
COc1ccc(CCNC(=O)C2CCN(C(=O)c3ccccc3)CC2)cc1	5.4%	71	0.1	4%	0.3%	-16%	.	-6%	.	.
CC(C)NC(=O)c1cc2n(n1)C(C(F)(F)F)CC(c1ccco1)N2 (stereo not drawn)	-1.3%	33	-0.9	4%	-0.5%	-25%	1.1	-12%	i	.
CC(C)OC(=O)c1ccc(NC(=O)c2ccccc2)cc1	1.4%	44	0.3	-38%	0.0%	-57%	1.1	-55%	i	-2.1%
CC(=O)Nc1ccc(S(=O)(=O)NCCSCc2ccc(Cl)cc2Cl)cc1	-1.8%	102	-3.8	40%	-2.3%	22%	1	5%	i	-0.9%
O=C(CSc1nnc(-c2cccc(F)c2)o1)N1CCCC1	-0.2%	54	-1.2	-7%	-0.2%	-8%	.	-2%	.	.
Cn1nc2sc3ccccc3n2c(=O)c1=O	1.0%	61	0.8	-14%	-0.1%	2%	.	7%	i	.

# Screening results (PubChem)
